Assay outcomes (PubChem)
Epigenetic derep – regulators of epigenetic silencing causing reporter derepression in mouse cells; murine LDR cells, GFP reporter derepression, 30 h; Potency, µM (top dose mostly 53.9 µM), without a hit: at the highest dose GFP activation, hits mostly activators; hit rate 0.2% among 280,000; AID 1865; further: % of control where 0% means no effect; nearly all actives have a fitted effect of over 60% in size
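In this reporter-derepression format, murine cells bearing a silenced integrated CMV-GFP locus incubate with test compound (30 h, 37 C), then are washed and imaged; fluorescent objects of 20–120 um count as induced cells.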
RECQ1 helicase – blocks DNA unwinding by human RECQ1; P46063; RECQ1 DNA unwinding, red fluorescence kinetic read; Potency, µM (top dose mostly 57.3 µM), inactives show top-dose activity, negative = inhibition, actives largely listed as inhibitors; hit rate 0.54% among 240,000; AID 2549;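 further: plate controls were vehicle for no effect and no enzyme for full effect; nearly all actives have a fitted effect of over 30% in size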
Target sequence (P46063 whole entry, looked up): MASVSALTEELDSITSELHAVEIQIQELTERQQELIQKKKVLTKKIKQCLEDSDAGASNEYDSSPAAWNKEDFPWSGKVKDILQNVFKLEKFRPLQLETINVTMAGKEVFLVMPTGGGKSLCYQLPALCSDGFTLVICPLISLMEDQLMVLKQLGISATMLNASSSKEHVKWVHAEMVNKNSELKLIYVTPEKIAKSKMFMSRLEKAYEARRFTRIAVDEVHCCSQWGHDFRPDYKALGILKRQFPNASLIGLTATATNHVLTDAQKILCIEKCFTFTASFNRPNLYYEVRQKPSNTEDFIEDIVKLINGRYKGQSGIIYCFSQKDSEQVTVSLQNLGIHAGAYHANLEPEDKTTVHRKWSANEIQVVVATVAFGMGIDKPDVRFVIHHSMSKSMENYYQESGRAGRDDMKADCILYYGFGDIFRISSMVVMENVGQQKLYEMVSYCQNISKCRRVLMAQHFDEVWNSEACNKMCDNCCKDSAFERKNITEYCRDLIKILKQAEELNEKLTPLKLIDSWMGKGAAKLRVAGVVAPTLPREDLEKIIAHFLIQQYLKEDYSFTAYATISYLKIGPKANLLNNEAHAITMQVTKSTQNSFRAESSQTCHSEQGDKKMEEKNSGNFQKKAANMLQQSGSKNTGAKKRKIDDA
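RECQ1T1 50 nM; forked duplex (20 bp + 30-nt ss tails) 200 nM, ATP 2 mM final; pH 8.0, 2 mM MgCl2, 2.5 ug/ml poly(dI-dC); 15 min compound preincubation; discontinuous kinetic read over 2 h at RT.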
IMPase Li inh – IMPase inhibition in cells with lithium potentiation. CHO-M1 cells, IP1 TR-FRET (IP-One), carbachol + lithium. Potency, µM (titrated, usually from 59.4 µM), for inactives: at the highest dose activity, negative = IMPase inhibition, actives largely listed as inhibitors. hit rate 0.35% among 210,000;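 further: IP1 builds up when IMPase is blocked and the TR-FRET signal falls; plate controls were basal vehicle for no effect and high inhibitor control for full effect; nearly all actives have a fitted effect of over 50% in size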
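IP1 accumulation measured by competitive TR-FRET in lysed CHO-M1 cells after 30 min compound exposure at 37C, with a small lithium addition to potentiate weak responses. Hill-equation AC50 from ratio and donor-channel data.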
KinaseGlo FLuc – counter-screen: inhibitors of Kinase-Glo firefly luciferase. Q27757. Kinase-Glo luciferase, ATP luminescence, 8 min. Potency, µM (top dose mostly 38.3 µM), without a hit: top-dose activity change, negative = inhibition, usual class: inhibitors. hit rate 0.28% among 200,000; further: on the % scale 0 is the no-effect control and ±100 the full control effect; nearly all actives have a fitted effect of over 60% in size
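Inhibition of Kinase-Glo luciferase light generation was assessed at 10 uM ATP in pH 7.2 imidazole buffer, with luminescence measured after eight minutes at ambient temperature.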
NPSR antagonist – antagonists of human neuropeptide S receptor cAMP signaling. Potency, µM (doses to about 38.3 µM), for the others: top-dose activity change, negative = inhibition, usual class: inhibitors. Q6W5P4. hit rate 1% among 220,000. CHO-NPSR cells, cAMP TR-FRET, antagonist mode; further: on the % scale 0 is the no-effect control and ±100 the full control effect; nearly all actives have a fitted effect of over 50% in size; many of its hits are not listed in these tables
Target sequence (Q6W5P4 whole entry, looked up): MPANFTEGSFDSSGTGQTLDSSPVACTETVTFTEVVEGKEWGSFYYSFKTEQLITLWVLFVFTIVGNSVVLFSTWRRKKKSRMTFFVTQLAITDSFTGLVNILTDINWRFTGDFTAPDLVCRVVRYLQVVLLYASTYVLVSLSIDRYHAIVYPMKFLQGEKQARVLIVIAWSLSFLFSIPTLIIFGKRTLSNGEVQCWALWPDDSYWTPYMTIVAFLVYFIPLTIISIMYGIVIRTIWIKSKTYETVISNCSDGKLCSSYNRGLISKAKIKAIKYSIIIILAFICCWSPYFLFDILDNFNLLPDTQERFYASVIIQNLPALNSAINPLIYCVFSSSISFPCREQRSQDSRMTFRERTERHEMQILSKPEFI
KDM4E inh – inhibitors of human JMJD2E histone demethylase | B2RXH2 | JMJD2E catalytic domain, FDH-coupled NADH fluorescence (FDH is formaldehyde dehydrogenase) | Potency, µM (series often up to 57.1 µM), without a hit: top-dose activity change, negative = inhibition, actives largely listed as inhibitors | hit rate 1.6% among 230,000; active means well fitted inhibition curve with a large enough effect, not every such curve was filed as active; inconclusive means small, poorly fitted or top-dose-only effect, or another doubt; inactive means no such curve, though single readings can be large or run the other way;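 further: 0% = wells with enzyme and -100% = buffer wells without enzyme; nearly all actives have a fitted effect of over 50% in size; many of its hits are not listed in these tables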
GoLoco inh red – blocks human Gai1 binding to RGS12 GoLoco peptide, red readout; P63096; Gai1:RGS12 GoLoco peptide FP, rhodamine, 10 min; Potency, µM (titrated, usually from 61.6 µM), for inactives: at the top dose activity, negative = inhibition, hits mostly inhibitors; hit rate 0.44% among 230,000; active means well fitted inhibition curve with a large enough effect, not every such curve was filed as active; inactive means no such curve, though single readings can be large or run the other way; further: on the % scale 0 is the no-effect control and ±100 the full control effect; nearly all actives have a fitted effect of over 30% in size; many of its hits are not listed in these tables
SMN2 splice enh – SMN2 splice variant enhancement; hit rate 2.8% among 210,000; Potency, µM (doses to about 46.1 µM), for the others: top-dose activity change, positive = activation, most hits filed as activators; HEK293 SMN2-luciferase splicing reporter, luminescence, 30-36 h; further: % of control where 0% means no effect; nearly all actives have a fitted effect of over 55% in size
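HEK293 cells carry an SMN2 minigene-luciferase reporter in which exon 7 inclusion puts luciferase in frame. Cells were seeded at 2000 cells/well, attached for 10-12 hours, then exposed to compounds for 30-36 hours at 37C before ONE-Glo luminescence.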
Numbers without * were called inactive; i = inactive; ? = inconclusive; . = not tested or not shown; [ ] = dose if it differs, or a comment. Unless noted, the call rests on the fitted dose curve; in most records, active means well fitted curve in the direction sought with a large enough effect; inconclusive means small, poorly fitted or top-dose-only effect, or another doubt; inactive means no such curve, though single readings can be large; an effect the other way counts as inactive or inconclusive. Potency means the concentration at half of the fitted maximal effect. An excerpt; count on the stated rates, not on these rows.

The opening 2 records (preview)
SMILES	Epigenetic derep	RECQ1 helicase	IMPase Li inh	KinaseGlo FLuc	NPSR antagonist	KDM4E inh	GoLoco inh red	SMN2 splice enh
CCCC(OC(=O)CC1Sc2ccccc2NC1=O)C(=O)NCc1ccco1 (stereo unspecified)	-2.9%	i	3.7%	-0.1%	-17.3%[46.1 µM]	-2.5%	9.7%	12.0%
COc1ccc(NC(=O)N2CCCCC2)cc1	-1.0%	9.3%	-21.8%[38.3 µM]	-4.5%	4.2%[46.1 µM]	-0.1%	11.8%	?

The list itself, from the first entry:
SMILES	Epigenetic derep	RECQ1 helicase	IMPase Li inh	KinaseGlo FLuc	NPSR antagonist	KDM4E inh	GoLoco inh red	SMN2 splice enh
CCCC(OC(=O)CC1Sc2ccccc2NC1=O)C(=O)NCc1ccco1 (stereo unspecified)	-2.9%	i	3.7%	-0.1%	-17.3%[46.1 µM]	-2.5%	9.7%	12.0%
COc1ccc(NC(=O)N2CCCCC2)cc1	-1.0%	9.3%	-21.8%[38.3 µM]	-4.5%	4.2%[46.1 µM]	-0.1%	11.8%	?
COc1cc(/C=C/C(=O)OCc2c(C)noc2C)ccc1OC(F)F	-0.5%	-6.2%	11.9%	1.1%	-24.9%	?	4.0%	-10.2%
O=C(O)CN(c1ccccn1)S(=O)(=O)c1ccccc1	1.6%	8.9%	20.0%[38.3 µM]	-2.3%	3.6%[46.1 µM]	?	15.4%	-2.2%
CCOC(=O)CN1C(=O)c2ccccc2C1=O	-1.1%	-4.0%	11.2%[38.3 µM]	5.2%	-9.5%[46.1 µM]	3.3%	-3.8%	11.3%
COc1ccccc1NC(=O)COc1ccccc1C(=O)c1cnn(-c2ccccc2)c1	0.0%	3.5%	15.0%	-2.1%	2.4%	-4.5%	3.2%	?
CC(NCc1ccc2c(c1)OCO2)C(=O)NC1CCCc2ccccc21 (stereo unspecified)	1.1%	i	33.7%[activator][38.3 µM]	-3.5%	-5.4%[46.1 µM]	?	-8.5%	20.8%
Cc1cc(SCC(=O)c2cccs2)nc2ccccc12	12.6%	-7.8%	8.4%	-0.6%	-27.3%[46.1 µM]	6.1%	17.8%	?
Cc1cccc(OC(=O)CN2C(=O)C3C4CCC(C4)C3C2=O)c1C (stereo unspecified)	-1.1%	-1.8%	9.8%[38.3 µM]	-3.6%	-0.6%[46.1 µM]	2.7%	4.0%	1.2%
CC(C)(C)c1ccc(OCc2nnc(SCC(N)=O)n2N)cc1	-0.3%	-12.6%	-10.3%	3.3%	7.4%	-3.3%	9.0%	8.9%
Cc1c(NC(=O)C(C)OC(=O)c2cc(-c3cccc4ccccc34)nc3ccccc23)c(=O)n(-c2ccccc2)n1C (stereo unspecified)	2.0%	-9.2%	-2.0%	1.4%	-13.1%	?	76.8%[activator]	-13.7%
O=C(CSc1nnc2scc(-c3ccccc3)n12)NCc1ccc2c(c1)OCO2	0.0%	2.2%	23.4%[38.3 µM]	-1.8%	-16.0%[46.1 µM]	1.4%	10.2%	?
Cc1cc(C(F)(F)F)nc(SCC(=O)c2cccc([N+](=O)[O-])c2)n1	0.0%	-2.2%	6.3%[38.3 µM]	0.1%	2.8%[46.1 µM]	3.4%	-6.6%	-3.8%
O=C1C2C3C=CC(C2C(=O)N1C1CCCCC1)C1C2C(=O)N(C4CCCCC4)C(=O)C2C31 (stereo unspecified)	0.0%	-4.4%	-3.6%	5.0%	4.5%	2.5%	2.1%	-34.8%[inhibitor]
CCOc1cc(/C=C(\C#N)C(=O)Nc2ccccc2[N+](=O)[O-])ccc1OCc1cccc2ccccc12	4.4%	i	-8.3%	-3.1%	9.6%	6.2%	-8.6%	-57.4%[inhibitor]
CCOC(=O)CSc1nc2ccc(C)cc2[nH]1	2.4%	-0.5%	-3.6%	-1.3%	-5.0%[46.1 µM]	-8.9%	4.8%	-0.1%
Cc1ccc(OCCOCCN(C)C)c(Cl)c1	0.0%	-3.7%	-4.2%	-4.6%	19.0%	?	-17.8%	13.9%
O=C(Nc1ccc(Oc2ncnc3cc(Cl)ccc23)nc1)Nc1cccc(C(F)(F)F)c1	2.1%	i	.	.	7.2%	3.0%	1.0%	.
CC1=CC2=C(OC1N(C)C)c1cccc3cccc(c13)C2=O (stereo unspecified)	?	-28.0%	-21.9%[38.3 µM]	-5.9%	?	20µM*	17.8µM*	.
Clc1ccc(NCc2nncn2-c2ccccc2)cc1	-1.0%	9.2%	28.0%[38.3 µM]	-2.7%	-1.0%[46.1 µM]	9.1%	7.5%	19.5%
CCOCCCNC(=O)c1ccc(OC(C)=O)cc1	-2.1%	i	10.9%[38.3 µM]	-0.5%	-3.2%[46.1 µM]	3.4%	-16.0%	17.8%
CCOc1ccc(-c2nnn(CC(=O)c3ccc4c(c3)OCCO4)n2)cc1	-4.1%	-2.7%	-2.1%[38.3 µM]	-0.2%	-15.4%[46.1 µM]	-13.5%	36.8%[activator]	-30.1%[inhibitor]
O=C(CCc1nc2ccccc2s1)OCC(=O)c1ccc[nH]1	-2.3%	i	4.8%	0.0%	10.3%	0.6%	9.4%	7.7%
Cc1cccc(C2=N/C(=C\c3cccs3)C(=O)O2)c1	-2.6%	-5.3%	15.1%	0.6%	-15.7%	-6.0%	13.8%	1.3%
CCCC1C(c2ccccc2)C(C#N)(C#N)C2(C#N)CC1(N)NC2=O (stereo unspecified)	-2.1%	i	-1.8%[38.3 µM]	-1.2%	4.9%[46.1 µM]	2.7%	5.9%	3.1%
COc1cc2c(cc1NC(C)=O)CCCC2	0.8%	-4.5%	25.0%[38.3 µM]	-1.2%	9.8%[46.1 µM]	-1.5%	3.9%	-14.7%
COc1cc(C(=O)Nc2nc(N)n(-c3ccccc3)n2)cc(OC)c1OC	-1.0%	i	0.0%[38.3 µM]	-6.1%	0.1%[46.1 µM]	-3.2%	7.0%	?
O/N=C1\CCCc2ccc3ccccc3c21	-0.1%	14.1%	.	.	0.8%	-8.4%	2.8%	.
CC1CCN(c2nc3ccccc3nc2C(C#N)C(=O)OC2CCCCC2)CC1 (stereo unspecified)	4.1%	-5.2%	-7.1%[38.3 µM]	-1.7%	?	-8.2%	-14.7%	-12.2%
Cc1cccc(C(=O)Oc2csc(=S)n2C(=O)c2cccc(C)c2)c1	5.8%	4.6%	11.8%	-2.1%	-3.9%[46.1 µM]	?	19.2%	14.7%
Cc1cccc(NC(=S)Nn2cnnc2)c1C	-1.1%	i	0.6%	1.8%	12.6%	4.7%	-6.2%	-7.7%
O=C(CNCc1ccccc1)Nc1ccc(F)cc1	5.0%	i	1.9%	.	2.6%	-10.7%	9.9%	.
CC(=O)c1cccc(NC(=O)CN(c2ccccc2F)S(C)(=O)=O)c1	0.7%	i	7.6%[38.3 µM]	-0.7%	6.2%[46.1 µM]	2.9%	7.0%	-5.3%
Cn1ccnc1SCC(=O)Nc1ccc(Cl)cn1	-1.5%	-1.7%	3.4%	-1.1%	20.2%	11.1%	4.9%	17.3%
O=C(Nc1nc2ccccc2n1CCOc1ccc(Cl)cc1)c1ccco1	0.7%	-4.5%	18.4%[38.3 µM]	-2.7%	-26.2%[46.1 µM]	?	14.5%	-39.8%[inhibitor]
CCOC(=O)c1c(N)n(C2CC(C)(C)NC(C)(C)C2)c2nc3ccccc3nc12	-1.1%	-14.9%	?	11.3%	-19.1%[46.1 µM]	?	6.5%	?
Cc1ccc(C2CN(C)C3(C(=O)Nc4ccccc43)C23COc2ccccc2C3=O)cc1 (stereo unspecified)	-1.1%	-21.3%	29.9%[38.3 µM]	-2.1%	?	6.4%	1.5%	-6.9%
O=C1NC2(CCCC2)N=C1c1ccc(F)cc1	0.0%	i	14.8%[38.3 µM]	0.3%	-4.3%[46.1 µM]	5.4%	4.3%	-7.3%
COC(=O)Cn1c(=NC(=O)c2ccc(Cl)s2)sc2cc(F)ccc21	2.1%	-8.0%	?	3.8%	?	?	2.0%	?
O=[N+]([O-])c1ccc(Oc2ccc(-c3cnc4ccccc4n3)cc2[N+](=O)[O-])cc1	0.0%	-5.9%	25.1%	-0.4%	-12.9%	-8.5%	-0.7%	-15.3%
O=C(Nc1ccccc1)C1=C[C@H](c2coc3ccccc3c2=O)C[C@H](OCCCCO)O1	-0.8%	-4.6%	0.5%	.	4.5%	4.2%	1.1%	.
CCOc1ccccc1NC(=O)C1CC(=O)n2ncnc2N1 (stereo unspecified)	-1.5%	3.8%	12.6%[38.3 µM]	-2.4%	-5.0%[46.1 µM]	-0.8%	-4.7%	-2.9%
CCCCCCCCCCCCCCCC(=O)O[C@H](CC(=O)O)C[N+](C)(C)C	0.8%	-7.9%	37.5%[activator]	-0.1%	.	?	-10.7%	.
CCCN(CCC)C(C(=O)Nc1cccc(OC)c1)c1ccccc1 (stereo unspecified)	-0.7%	-14.0%	14.7%[38.3 µM]	-3.4%	-39.3%[46.1 µM]	-2.9%	0.6%	-6.0%
COc1ccc(SCC(=O)c2cc(C)c(OC(=S)N(C)C)c(C)c2)cc1	4.1%	-5.7%	40.6%[activator][38.3 µM]	0.3%	-22.5%[46.1 µM]	4.9%	5.3%	-11.9%
CC(C(=O)NC1=NCCS1)N1C(=O)c2ccccc2C1=O (stereo unspecified)	-3.2%	-1.8%	-9.6%[38.3 µM]	-6.8%	-10.7%[46.1 µM]	-2.1%	-0.6%	-2.8%
O=C(NCC1CCCO1)C(c1ccccn1)N(Cc1ccccc1Cl)C(=O)CN1C(=O)c2ccccc2S1(=O)=O (stereo unspecified)	-1.0%	-0.1%	2.0%	-3.4%	-6.5%	7.2%	9.9%	.
O=C(CSc1nc(O)c(C(c2ccccc2)c2ccccc2)c(=O)[nH]1)N1CCOCC1	2.3%	11.2%	-4.9%	0.6%	13.8%	-3.6%	5.7%	-2.7%
COc1ccc(N2CC(C(=O)O)CC2=O)cc1 (stereo unspecified)	-1.0%	i	9.0%	0.2%	4.9%	3.4%	-0.5%	0.5%
COCCNC(=O)/C(C#N)=C/c1ccccc1Br	-1.2%	i	10.9%	2.0%	-0.8%	1.4%	13.4%	-5.5%
COc1ccc(C)cc1NC(=O)C(Sc1ccccc1)c1ccccc1 (stereo unspecified)	1.9%	-19.6%	9.4%	1.8%	-47.7%	1.4%	-5.3%	-26.8%
